CTSL1 counter = cathepsin L1 inhibition, PFM18AAP counter-screen. recombinant F. hepatica cathepsin L1, Z-Leu-Arg-MCA fluorescence. inhibition, % at 5.96 µM. 300,000 compounds, 0.49% hits;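 active means inhibition above the mean of all tested compounds plus 3 SD, set per screening campaign, cut at about 17% in these data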;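 further: 0% = plate median of test compound wells and 100% = 1 µM Z-Phe-Ala-diazomethylketone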
proCasp7 act = activates human procaspase-7, counter-screen for procaspase-3 activators; 330,000 compounds, 0.093% hits; P55210; AID 463210; activation, % at 8.5 µM; recombinant procaspase-7, Ac-DEVD-pNA absorbance 405 nm; D23A/D198A/D206A triple mutant, cannot self-cleave; scale: DMSO 0, 5 µM enzyme 100;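 active means percent activation above the screen-wide mean plus 3 SD, cut at about 25% in these data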
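Assay system – Uncleavable procaspase-7 mutant enzyme · Quantity – 2 µM procaspase-7 mutant as dispensed · Times – 1 h preincubation, 2 h reaction · Dosing – single nominal 8.5 µM compound dose, 0.8% DMSO final · Buffer or medium – Zinc-free 50 mM HEPES buffer, pH 7.4, with NaCl and Triton X-100 · Detection – Epi-absorbance of released pNA at 405 nm, two timepoints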
core dimer inh = HCV core protein dimerization inhibition. TR-FRET GST/Flag-core106 dimerization, 1536-well. inhibition, % at 5 µM. 300,000 compounds, 0.33% hits;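 active means inhibition above the mean of all tested compounds plus 3 SD, set per screening campaign, cut at about 45% in these data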
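Assay system: tagged HCV core106 pair (GST and Flag); medium: KF-containing HEPES buffer, pH 7.45, DTT, CHAPS, BSA; also added: Eu donor and XL665 acceptor anti-tag antibodies; dosing: 5 µM single dose; timing: compound-protein-antibody incubation 4 h at 22.5 °C; signal: TR-FRET 671 and 617 nm emission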
AHR act = activators of human aryl hydrocarbon receptor; P35869; AHR-responsive luciferase reporter cells, luminescence; activation, % at 5 µM; 320,000 compounds, 2.5% hits; in the data active means activation above about 47%;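 further: 0% = vehicle wells and 100% = reference agonist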
PAFAH2 inh = inhibitors of human PAFAH2; Q99487; recombinant PAFAH2, FP-rhodamine activity probe, fluorescence polarization; inhibition, % at 3.39 µM; 340,000 compounds, 0.99% hits; AID 492956;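 active means inhibition above the mean over all tested compounds plus 3 SD, cut at about 30% in these data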;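 further: inhibitors block probe labeling of enzyme so polarization drops; 0% = enzyme with DMSO and 100% = wells lacking PAFAH2 protein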
proCasp3 act = procaspase-3 (human) activation; recombinant procaspase-3 D3A, Ac-DEVD-pNA absorbance 405 nm; activation, % at 8.5 µM; 330,000 compounds, 0.11% hits;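 active means activation above the mean of all tested compounds plus 3 SD, cut at about 21% in these data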;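 further: 0% = DMSO alone and 100% = DMSO wells spiked with extra 5 µM PC-3 D3A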
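Assay system – Procaspase-3 D3A mutant, all three cleavage aspartates alanine · Controls – DMSO-only low control, 5 µM PC-3 D3A high control · Schedule – 1 h compound preincubation, 2 h substrate hydrolysis at 25 °C · Signal – 405 nm absorbance of p-nitroaniline, reads at 0 and 120 min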
PP1 counter = blocks human PP1-alpha phosphatase, a PP5 counter-screen. P62136. purified PP1alpha, OMFP fluorescence. inhibition, % at 6.7 µM. 320,000 compounds, 0.9% hits. AID 2235;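 active means inhibition above the mean inhibition of all tested compounds plus 3 SD, computed separately for each screening campaign, cut at about 15% in these data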
Target sequence (P62136 whole entry, looked up): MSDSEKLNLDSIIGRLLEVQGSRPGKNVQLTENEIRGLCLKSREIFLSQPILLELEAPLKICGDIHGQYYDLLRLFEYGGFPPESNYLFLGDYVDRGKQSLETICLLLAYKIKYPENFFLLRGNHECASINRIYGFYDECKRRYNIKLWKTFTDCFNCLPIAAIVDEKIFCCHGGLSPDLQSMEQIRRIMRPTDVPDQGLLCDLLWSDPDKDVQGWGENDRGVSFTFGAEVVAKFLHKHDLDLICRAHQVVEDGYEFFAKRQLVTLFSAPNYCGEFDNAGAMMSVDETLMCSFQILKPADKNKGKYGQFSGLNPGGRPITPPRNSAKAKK
TPT1 inh = C. albicans TPT1 enzyme inhibition; AID 1962; 300,000 compounds, 0.81% hits; recombinant caTPT1, FP RNA substrate dephosphorylation; inhibition, % at 5 µM;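 active means inhibition above the mean of all tested compounds plus 3 SD, set per screening campaign, cut at about 24% in these data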;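 further: plate controls were DMSO alone for no effect and ferristatin control at 100 nM for full effect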
PP5 primary = PP5 (human) phosphatase inhibition | purified PP5c, OMFP substrate fluorescence | inhibition, % at 6.7 µM | 320,000 compounds, 0.18% hits | AID 1987;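 active means inhibition above the campaign's mean inhibition across all tested compounds plus 3 SD, cut at about 9.5% in these data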;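 further: 0% = DMSO only and 100% = 100 µM cantharidin control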
Target sequence (P53041 whole entry, looked up): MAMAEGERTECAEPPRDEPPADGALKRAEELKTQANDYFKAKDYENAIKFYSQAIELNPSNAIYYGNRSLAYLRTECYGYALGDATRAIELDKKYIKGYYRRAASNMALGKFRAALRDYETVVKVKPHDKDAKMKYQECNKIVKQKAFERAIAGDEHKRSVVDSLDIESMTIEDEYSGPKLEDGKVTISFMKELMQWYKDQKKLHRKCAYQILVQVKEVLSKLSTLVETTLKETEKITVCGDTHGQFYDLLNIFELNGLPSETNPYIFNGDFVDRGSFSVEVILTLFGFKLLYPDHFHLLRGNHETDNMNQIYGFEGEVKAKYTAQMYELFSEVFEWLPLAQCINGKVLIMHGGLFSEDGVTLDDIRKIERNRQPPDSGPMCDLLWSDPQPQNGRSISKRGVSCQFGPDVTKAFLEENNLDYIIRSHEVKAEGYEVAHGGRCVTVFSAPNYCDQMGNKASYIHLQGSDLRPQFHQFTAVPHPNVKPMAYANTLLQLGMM
The depositor's hits bear a star; / = no result given.

SMILES	CTSL1 counter	proCasp7 act	core dimer inh	AHR act	PAFAH2 inh	proCasp3 act	PP1 counter	TPT1 inh	PP5 primary
CCOC(=O)Nc1nc(-c2ccc(Cl)cc2Cl)cs1	0.7	-1.3	-10.4	9.1	-0.9	2.5	-2.3	1.5	2.4
CC1CCCN(CCC(=O)Nc2ccc(Br)cc2)C1 (stereo not given)	-1.1	-2.9	-8.4	3.8	1.9	-2.9	-10.7	-5.2	-3.3
COc1ccc(NC(=O)CSc2ccc3nnc(-c4cccnc4)n3n2)c(OC)c1	0.0	10.0	-2.3	11.7	1.7	-4.7	-3.4	-0.2	-1.2
CN1CCN(NS(=O)(=O)c2ccc(Cl)cc2)CC1	5.2	5.9	2.1	-2.5	0.3	-1.0	-3.3	-1.5	0.9
CCc1ccc(O)c(N=Cc2ccccc2O)c1	3.2	0.4	-7.0	13.1	8.8	1.6	-0.1	7.8	0.9
COc1ccccc1CNC(=S)Nc1ccc2nc(N3CCN(C)CC3)cc(C)c2c1	-0.2	-8.0	-2.0	10.8	3.5	-3.6	2.4	-3.2	3.5
COc1cccc(NC(=O)CN(C)C(=O)c2cccnc2Nc2cccc(C(F)(F)F)c2)c1	/	13.2	/	16.2	-11.0	-0.8	8.2	/	14.4*
O=C(CSCc1ccc(F)cc1)N1CCN(c2ccc(F)cc2)CC1	0.2	-1.6	2.8	-0.9	9.7	0.7	-0.7	0.1	2.8
CS/C(=N\S(=O)(=O)c1cccs1)Nc1ccc(F)cc1	-0.1	1.4	-3.2	1.7	6.6	8.2	2.7	-0.3	-0.9
Cc1cc(Cl)c(OCCCNCc2ccccc2)c(Br)c1	0.5	5.0	-0.9	1.1	-1.2	5.4	5.0	1.8	2.5
C=C(C)CN(CC)C(=O)CCc1nnc(CCc2c[nH]c3ccccc23)o1	-2.8	5.4	3.4	2.0	0.6	7.1	-4.0	2.2	3.1
COc1ccc(CCC(=O)Nc2cc(Cl)ccc2N2CCN(C)CC2)cc1	-2.5	0.4	-4.2	-0.6	/	11.6	-1.2	-3.5	5.1
Cc1cc(C(=O)NC2CCCc3c2cnn3-c2cccc(C)c2C)no1 (stereo not given)	-1.7	-6.4	-9.3	-1.0	-3.5	1.8	-1.2	-0.1	4.2
O=c1oc(-c2ccco2)nc2ccccc12	5.7	-6.6	3.4	0.0	23.5	-1.6	-4.2	0.5	1.1
O=C(C1CCCN(S(=O)(=O)c2cccc3cccnc23)C1)N1CCc2ccccc21 (stereo not given)	-2.8	-10.4	20.0	26.1	-1.2	-13.9	-8.1	3.2	4.1
C=CCn1c(-c2ccc(OC)c(OC)c2)n[nH]c1=S	5.0	-7.8	-15.2	-0.4	5.4	-8.6	-7.6	-1.5	-0.5
CC(=O)Nc1cccc(NC(=O)c2c(-c3c(Cl)cccc3Cl)noc2C)c1	-1.7	5.3	3.2	0.2	2.3	-0.8	-4.0	-0.5	-1.4
C/C(Cl)=C\C[N+](C)(C)CC(=O)OCCc1ccccc1	-2.6	3.8	1.8	-0.5	/	13.9	-2.1	-1.2	-1.0
CC(=O)c1ccc(S(=O)(=O)N2CCC3(CC2)CC(=O)c2ccccc2O3)cc1	3.8	1.7	2.8	-2.0	6.2	-0.8	-4.0	-2.4	1.3
COc1ccc(SCC(=O)Nc2ccc(N3CCN(C)CC3)c(F)c2)cc1	5.7	2.5	0.3	0.9	8.1	-0.6	-0.5	2.1	-0.1
CC1=C(C(=O)Nc2ccccc2C(F)(F)F)C(c2sccc2C)NC(=S)N1 (stereo not given)	-2.4	-6.2	3.2	0.5	4.6	-2.7	1.4	-2.4	1.0
O=C(NNC(=O)c1ccccc1O)c1ccc(Br)cc1	-4.9	4.9	-3.3	-3.8	6.4	-8.7	-0.8	1.2	-2.9
O=C(Nc1ccccc1F)Nc1ccccc1OC(F)F	-4.1	-6.4	12.3	36.8	4.1	4.3	-3.5	-2.2	6.2
CCCc1nc(C)c(-c2ccc(OC)c(OC)c2)c(=O)[nH]1	-0.6	1.0	1.8	-3.4	4.6	1.6	1.0	-0.3	2.5
Cc1cc(C)c2c(-n3cccc3)nn(C)c2n1	-1.3	7.3	-0.5	2.2	-6.7	-1.2	1.2	-2.1	0.1
CCOc1ccc(NC(=O)CN(C)C(=O)c2cccnc2Sc2ccccc2Cl)cc1OCC	0.4	-1.9	0.7	5.8	-3.1	-1.4	1.1	0.0	-1.0
O=C(CCC(=O)N1CCOCC1)NCCc1ccccc1	/	-3.2	/	1.5	7.6	0.6	-1.2	/	4.1
Cc1ccc(C(C)C)c(OCC(=O)Nc2ccc3c(c2)nc(CN2CCCC2)n3C)c1	-3.4	7.5	-5.0	1.8	2.9	-3.8	2.8	-6.3	1.3
CC1CN(c2nc3c(c(=O)[nH]c(=O)n3C)n2Cc2ccccc2F)CC(C)O1 (stereo not given)	-0.9	-6.7	0.7	-1.3	-2.9	5.0	-0.1	1.9	3.0
O=c1ccccn1CCOc1ccc(Cl)cc1	-0.3	1.1	-2.6	-4.5	-4.0	-2.5	-12.5	1.9	2.6

Some of the entries so far, with two lines to a compound:
Order of results: CTSL1 counter	proCasp7 act	core dimer inh	AHR act	PAFAH2 inh	proCasp3 act	PP1 counter	TPT1 inh	PP5 primary
CC(=O)c1ccc(S(=O)(=O)N2CCC3(CC2)CC(=O)c2ccccc2O3)cc1
  3.8	1.7	2.8	-2.0	6.2	-0.8	-4.0	-2.4	1.3
COc1ccc(SCC(=O)Nc2ccc(N3CCN(C)CC3)c(F)c2)cc1
  5.7	2.5	0.3	0.9	8.1	-0.6	-0.5	2.1	-0.1

The results go on:
SMILES	CTSL1 counter	proCasp7 act	core dimer inh	AHR act	PAFAH2 inh	proCasp3 act	PP1 counter	TPT1 inh	PP5 primary
CCCC(=O)OCC(=O)Nc1ccc(OC(F)F)cc1	-5.0	10.4	8.4	0.3	6.6	-0.5	-4.6	-2.1	-1.0
Cc1ccc(CCNC(=O)CN2C(=O)COc3ccc(S(=O)(=O)N4CCCCC4)cc32)cc1	-1.6	-8.1	3.5	-1.0	-0.4	3.2	-0.7	1.5	-0.3
O=C(c1cc(-c2ccc(Cl)cc2)n[nH]1)N1CCN(C(=O)c2ccco2)CC1	-4.5	3.6	7.2	15.6	-4.2	4.4	-6.3	-4.9	0.9
CCCCNC(=O)OCCNC(=O)NC	3.8	3.5	-5.3	-0.6	-3.2	-4.3	0.1	1.5	-1.0
CC1Cc2ccccc2N1C(=O)CSc1nc2ccccc2s1 (stereo not given)	0.6	-3.6	15.1	15.1	-0.6	7.5	-0.8	-3.1	1.5
CCOC(=O)c1ccc2c(c1)nc(SCC(=O)c1ccco1)n2CC	2.7	-7.6	4.2	3.1	5.4	-6.3	-2.1	1.9	-0.1
COc1ccc(N2CCN(C(=O)C(=O)c3c[nH]c4ccccc34)CC2)cc1	-4.4	2.4	-0.3	-0.6	8.1	4.4	-3.3	-5.0	1.2
O=C(Nc1ccccc1N(C(=O)c1ccco1)S(=O)(=O)c1cccs1)c1ccco1	-3.6	6.5	1.1	3.3	11.8	-13.4	-0.7	0.0	-1.9
CC1(C)Cc2ccccc2C(=NCCCC(=O)O)N1	0.0	-7.4	-2.6	0.6	-3.9	7.1	2.5	1.1	1.7
CSc1ccccc1NC(=O)c1cc(Cl)sc1Cl	0.7	-14.4	3.5	0.7	1.9	4.8	3.9	2.7	0.6
Cc1cccc(C)c1NC(=O)CSC(=O)c1sc2ccccc2c1Cl	0.6	6.1	12.8	-1.7	-4.1	-5.5	1.2	-1.3	0.3
Nc1cc(N)nc(SCC(=O)NNC(=O)c2ccc(Cl)cc2)n1	1.9	-2.1	-4.2	0.2	9.9	-5.1	-0.6	0.8	-0.3
Nc1cc(N2CCCCC2)c([N+](=O)[O-])cc1Cl	-30.5	-2.6	-8.4	-1.8	-1.7	-8.3	0.1	-0.1	0.7
CN(C(=O)Cn1nc(Cl)ccc1=O)C1CCCN(Cc2ccccc2F)C1 (stereo not given)	4.7	6.1	8.5	1.5	2.0	7.1	-0.2	-1.3	-1.0
CSc1nnnn1-c1ccc(C(=O)O)cc1	-0.3	5.6	-4.0	0.9	7.0	-4.1	-6.1	-6.0	2.5
O=S(=O)(c1ccc(N2CCOCC2)cc1)N1CCOCC1	-3.4	5.9	-4.8	1.4	5.7	2.5	0.9	-3.8	2.9
CCOc1ccc(N2C(=O)CC(N(CCc3ccc(OC)cc3)C(=O)/C=C/C(=O)O)C2=O)cc1 (stereo not given)	-2.4	2.5	0.7	-2.6	3.8	-13.8	0.9	-1.0	0.8
CCN(CC)c1nc(N)n(CCSC(=S)N(C)C)c(=O)n1	-5.0	6.1	0.3	-3.6	4.2	4.6	-0.7	-1.3	-1.6
CCN1C(=O)[C@H]2[C@@H](c3ccc(C)cc3)N3C(=O)N(c4ccccc4)C(=O)[C@@]3(C)[C@H]2C1=O	-0.8	-0.9	-0.7	-2.7	-3.3	6.7	-0.8	0.4	1.6
Cc1ccc(CNC(=O)COC(=O)c2ccc(Cl)c(N)c2)cc1	-5.2	-1.9	-1.2	-2.5	11.1	7.2	3.0	1.0	1.2

Reprinted from the results shown for reference:
SMILES	CTSL1 counter	proCasp7 act	core dimer inh	AHR act	PAFAH2 inh	proCasp3 act	PP1 counter	TPT1 inh	PP5 primary
Nc1cc(N2CCCCC2)c([N+](=O)[O-])cc1Cl	-30.5	-2.6	-8.4	-1.8	-1.7	-8.3	0.1	-0.1	0.7
CN(C(=O)Cn1nc(Cl)ccc1=O)C1CCCN(Cc2ccccc2F)C1 (stereo not given)	4.7	6.1	8.5	1.5	2.0	7.1	-0.2	-1.3	-1.0
CSc1nnnn1-c1ccc(C(=O)O)cc1	-0.3	5.6	-4.0	0.9	7.0	-4.1	-6.1	-6.0	2.5
O=S(=O)(c1ccc(N2CCOCC2)cc1)N1CCOCC1	-3.4	5.9	-4.8	1.4	5.7	2.5	0.9	-3.8	2.9
CCOc1ccc(N2C(=O)CC(N(CCc3ccc(OC)cc3)C(=O)/C=C/C(=O)O)C2=O)cc1 (stereo not given)	-2.4	2.5	0.7	-2.6	3.8	-13.8	0.9	-1.0	0.8
CCN(CC)c1nc(N)n(CCSC(=S)N(C)C)c(=O)n1	-5.0	6.1	0.3	-3.6	4.2	4.6	-0.7	-1.3	-1.6

Look-ups from the results shown:
Under TPT1 inh, Cc1ccc(CNC(=O)COC(=O)c2ccc(Cl)c(N)c2)cc1 has the entry 1.0
Under CTSL1 counter, CCN1C(=O)[C@H]2[C@@H](c3ccc(C)cc3)N3C(=O)N(c4ccccc4)C(=O)[C@@]3(C)[C@H]2C1=O has the entry -0.8
Under core dimer inh, O=S(=O)(c1ccc(N2CCOCC2)cc1)N1CCOCC1 has the entry -4.8
Under PP1 counter, CCN(CC)c1nc(N)n(CCSC(=S)N(C)C)c(=O)n1 has the entry -0.7
